# From PubChem BioAssay
# APE1 inh = inhibitors of human APE1 endonuclease; recombinant APE1, TAMRA/BHQ-2 abasic DNA cleavage fluorescence; P27695; hit rate 0.35% among 350,000; Potency, µM (doses to about 65.8 µM), inactives show at the top dose activity change, negative = inhibition, hits mostly inhibitors;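 also: potency is read from the fitted curve at half-maximal effect; plate controls were vehicle for no effect and reference inhibitor for full effect; nearly all actives have a fitted effect of over 55% in size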
# Target sequence (P27695 whole entry, looked up): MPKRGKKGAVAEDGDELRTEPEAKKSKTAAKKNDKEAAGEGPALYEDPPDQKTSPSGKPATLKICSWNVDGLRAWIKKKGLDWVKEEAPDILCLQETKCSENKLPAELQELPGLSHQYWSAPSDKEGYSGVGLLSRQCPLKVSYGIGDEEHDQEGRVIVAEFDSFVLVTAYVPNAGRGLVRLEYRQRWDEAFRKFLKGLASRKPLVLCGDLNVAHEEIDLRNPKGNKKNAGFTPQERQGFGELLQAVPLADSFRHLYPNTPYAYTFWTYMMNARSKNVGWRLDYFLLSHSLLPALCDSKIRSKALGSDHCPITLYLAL
#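 Step 1: APE1 (0.75 nM) with compound, 15 min RT. Step 2: add 50 nM fluorophore/quencher THF duplex. Step 3: three fluorescence reads 60 s apart (525/598 nm); read 3 minus read 1 = reaction progress.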
# Pol iota inh = DNA polymerase iota (human) inhibition. Pol iota fluorescent replication assay, 10 min. Q9UNA4. AID 588590. hit rate 1% among 390,000. Potency, µM (series often up to 115 µM), inactives show top-dose activity, negative = inhibition, usual class: inhibitors; also: potency is read from the fitted curve at half-maximal effect
#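 Fluorescent replication assay read twice, at 0 min and 10 min after adding 50 nM (final) substrate. Enzyme (10 nM) and compounds were first incubated 15 min at room temperature; enzyme-free buffer wells were negative controls.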
# BLM inh = blocks DNA unwinding by human BLM helicase | P54132 | recombinant BLM DNA unwinding, fluorescence dequenching | Potency, µM (series often up to 56.1 µM), for inactives: at the highest dose activity change, negative = inhibition, hits mostly inhibitors | hit rate 0.2% among 350,000;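 also: potency is read from the fitted curve at half-maximal effect; plate controls were vehicle for no effect and no enzyme for full effect; nearly all actives have a fitted effect of over 35% in size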
# POLH inh = inhibitors of human DNA polymerase eta; Q9Y253; recombinant Pol eta, fluorescent DNA replication assay; Potency, µM (doses to about 114 µM), without a hit: top-dose activity change, negative = inhibition, hits mostly inhibitors; hit rate 1.2% among 390,000; AID 588591; also: potency is read from the fitted curve at half-maximal effect; % is scaled to controls: 0 for no effect and ±100 for the full control effect
#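 Pol eta at 10 nM preincubated with compounds 15 min at room temperature; reaction started with fluorescent substrate (50 nM final) and read kinetically at 0 and 10 min.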
# Pol kappa inh = blocks human DNA polymerase kappa activity; hit rate 0.53% among 400,000; Potency, µM (titrated, usually from 107 µM), for the others: at the top dose activity, negative = inhibition, most hits filed as inhibitors; Q9UBT6; purified Pol kappa, fluorescent DNA synthesis assay, 10 min; AID 588579; also: potency is read from the fitted curve at half-maximal effect; % is scaled to controls: 0 for no effect and ±100 for the full control effect
#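 50 nM final substrate added after 15 min RT preincubation of 10 nM Pol kappa with compound; fluorescence read at 0 and 10 min.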
# RXFP1 antagonist = blocks the human relaxin receptor RXFP1; Q9HBX9; HEK293-RXFP1, relaxin-stimulated cAMP HTRF, 30 min; stronger effect = lower value; hit rate 0.59% among 350,000; activity change, negative = inhibition, % at 57.5 µM;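 active = activity change of -60% or lower, but not beyond a set lower limit; inconclusive = change between -60% and -40%, or beyond the set limit; inactive = change above -40%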; also: % is scaled to controls: 0 for no effect and ±100 for the full control effect
# Pol beta inh = inhibitors of human DNA polymerase beta; Pol beta primer extension/strand displacement, fluorescence kinetic; Potency, µM (doses to about 114 µM), inactives show top-dose activity change, negative = inhibition, hits mostly inhibitors; hit rate 1.3% among 340,000; also: potency is read from the fitted curve at half-maximal effect; % is scaled to controls: 0 for no effect and ±100 for the full control effect
#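 Values derive from four-parameter Hill fits of normalized kinetic data: reads at 0 and 10 min following addition of 50 nM substrate to 10 nM Pol beta preincubated 15 min with compound.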
# Tb PGK inh = T. brucei PGK inhibition | Potency, µM (titrated, usually from 57.5 µM), for the others: at the top dose activity change, negative = inhibition, actives largely listed as inhibitors | P07378 | PGK/GAPDH coupled, Kinase-Glo luminescence, 60 min | hit rate 0.043% among 380,000 | AID 602233; also: potency is read from the fitted curve at half-maximal effect; % is scaled to controls: 0 for no effect and ±100 for the full control effect; nearly all actives have a fitted effect of over 60% in size
# Target sequence (P07378 whole entry, looked up): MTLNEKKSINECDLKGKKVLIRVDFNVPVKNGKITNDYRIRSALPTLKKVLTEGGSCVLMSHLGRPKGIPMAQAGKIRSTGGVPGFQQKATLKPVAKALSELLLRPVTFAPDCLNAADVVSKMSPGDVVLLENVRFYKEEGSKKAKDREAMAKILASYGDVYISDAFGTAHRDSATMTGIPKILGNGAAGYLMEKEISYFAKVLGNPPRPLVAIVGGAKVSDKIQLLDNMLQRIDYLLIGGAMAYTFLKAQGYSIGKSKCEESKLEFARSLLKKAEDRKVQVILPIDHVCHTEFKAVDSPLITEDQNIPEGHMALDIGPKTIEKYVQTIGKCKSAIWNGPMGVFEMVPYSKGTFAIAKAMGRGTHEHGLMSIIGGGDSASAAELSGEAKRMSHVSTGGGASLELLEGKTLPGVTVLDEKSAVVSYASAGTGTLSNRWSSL
#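 Recombinant glycosomal PGK reaction used 1,3-bisphosphoglycerate generated in-well by GAPDH (100nM final) in 100mM TEA pH 7.6, 5mM MgCl2, 0.01% Tween-20. After 60 minutes at room temperature, ATP was read by Kinase-Glo Plus luminescence end-point.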
# Anesthetic bind = candidate novel general anesthetic via apoferritin binding; hit rate 0.074% among 350,000; apoferritin/1-aminoanthracene competitive binding, fluorescence; Potency, µM (doses to about 77.5 µM), for inactives: at the top dose activity change, negative = displacement, actives largely listed as inhibitors; P02791; AID 485281; also: potency is read from the fitted curve at half-maximal effect; % is scaled to controls: 0 for no effect and ±100 for the full control effect; nearly all actives have a fitted effect of over 20% in size
# Target sequence (P02791 2-175 limits assumed): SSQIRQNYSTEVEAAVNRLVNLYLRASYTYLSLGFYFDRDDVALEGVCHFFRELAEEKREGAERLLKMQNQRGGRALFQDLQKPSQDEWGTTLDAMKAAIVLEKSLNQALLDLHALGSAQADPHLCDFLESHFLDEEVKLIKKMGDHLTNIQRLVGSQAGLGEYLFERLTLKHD
#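 Horse-spleen apoferritin (10 uM) was mixed with 50% saturated 1-aminoanthracene in PBS, exposed to compounds for 10 min at room temperature, and read for fluorescence (ex 380 nm, em 535 nm). Competitive displacement was fitted with a four-parameter Hill equation.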
# Starred values were filed as active, the others as inactive; i = inactive; ? = inconclusive; · = no result given; [ ] = dose if it differs, or a comment. Unless noted, calls follow the shape of the dose curve; as a rule, active = well fitted curve in the direction sought with a large enough effect; inconclusive = small, poorly fitted or top-dose-only effect, or another doubt; inactive = no such curve, though single readings can be large; an effect the other way counts as inactive or inconclusive. Some of the compounds tested. The share of hits here may be higher or lower than overall.
# Results follow in this order: APE1 inh	Pol iota inh	BLM inh	POLH inh	Pol kappa inh	RXFP1 antagonist	Pol beta inh	Tb PGK inh	Anesthetic bind
COc1ccccc1NC(=S)N1CCNC(=O)C1CC(=O)Nc1cccc(C)c1 (stereo not given)
→ ?	5%	-7%	-14%	10%	1	-16%	-30%	1%
Cc1ccc(-c2cc(-c3ccccc3)nc(Cl)n2)cc1
→ -9%	?	-5%	-10%	-16%	8	4%	2%	-15%
Cc1cc(C)cc(OC2CCCCC2NS(=O)(=O)c2ccccc2)c1 (stereo not given)
→ -4%	-3%	-18%	-23%	-9%	-28	-23%	i	-19%
O=C(c1cccc(F)c1)N1CCN(S(=O)(=O)c2ccc(C(F)(F)F)cc2)CC1
→ 0%	-5%[58.9 µM]	-1%	6%	-3%	-3	13%	-1%	-19%
Cc1ccc(SC2=C(N(C)C)C(=O)c3ccccc3C2=O)cc1
→ ·	20µM*	·	8.9µM*	-19%	-2	·	-2%	·
COCCn1nnnc1C(c1cc2cc(OC)c(OC)cc2[nH]c1=O)N1CCN(c2ccc(O)cc2)CC1 (stereo not given)
→ 3%	45µM*	-4%	-9%	-27%	-3	-3%	7%	-9%
O=C(c1ccc(Cn2cc(Cl)c([N+](=O)[O-])n2)cc1)N1CCN(Cc2ccccc2)CC1
→ -4%	-12%	-3%	-10%	-1%	-2	17%	-1%	-1%
Cc1oc2c(c(C)cc3oc(=O)c(CC(=O)NCc4ccc(F)cc4)c(C)c32)c1C
→ ·	?	1%	-4%	1%	7	26%	i	-6%
O=C1NC(=S)SC1=C1CCCC1
→ 10µM*	?	?	20µM*	14µM*	10	22µM*	-12%	-16%
CCC(=O)c1ccc(OCC(O)Cn2nc(C)cc2C)cc1 (stereo not given)
→ 29%	18%	0%	-3%	-2%	8	23%	-5%	-4%
CN1CCN(CCCNC(=O)Nc2ccc([N+](=O)[O-])cc2)CC1
→ 25%	130%[activator]	1%	-6%	-4%	-7	8%	5%	-7%
CCOC(=O)c1ccccc1NC(=O)CSc1nccn1Cc1ccco1
→ ·	1%	1%	3%	-5%[60.1 µM]	10	-8%	2%	-11%
COc1ccc(C2Nc3ccccc3C(=O)N2Cc2ccccc2)cc1COc1ccccn1 (stereo not given)
→ -1%	12%	-4%	-4%	-7%	12	1%	·	46%[activator]
COc1ccc(Cl)cc1-c1nc(-c2ccncc2)no1
→ 0%	9%	-2%	-4%	-2%	-2	-3%	24%	5%
Cc1nc2nc(C)c(CCC(=O)NCCC3=CCCCC3)c(C)n2n1
→ -3%	35%[activator]	-1%	-1%	0%	8	1%	-2%	-9%

# An excerpt from above, showing only Pol iota inh, APE1 inh and RXFP1 antagonist.
Structure	Pol iota inh	APE1 inh	RXFP1 antagonist
CCC(=O)c1ccc(OCC(O)Cn2nc(C)cc2C)cc1 (stereo not given)	18%	29%	8
CN1CCN(CCCNC(=O)Nc2ccc([N+](=O)[O-])cc2)CC1	130%[activator]	25%	-7
CCOC(=O)c1ccccc1NC(=O)CSc1nccn1Cc1ccco1	1%	·	10
COc1ccc(C2Nc3ccccc3C(=O)N2Cc2ccccc2)cc1COc1ccccn1 (stereo not given)	12%	-1%	12
COc1ccc(Cl)cc1-c1nc(-c2ccncc2)no1	9%	0%	-2

# (continued)
# Results follow in this order: APE1 inh	Pol iota inh	BLM inh	POLH inh	Pol kappa inh	RXFP1 antagonist	Pol beta inh	Tb PGK inh	Anesthetic bind
Cc1cc(=O)n(-c2ccc(O)cc2)[nH]1
→ 0%	-92%	0%	-9%	-8%	0	8%	-3%	-8%
COc1cccc(NC(=O)c2nn(C34CC5CC(CC(C5)C3)C4)cc2[N+](=O)[O-])c1
→ -10%	-4%	-7%	-13%	0%	-10	?	-7%	?
CC(NC(=O)COC(=O)c1nc(Cl)ccc1Cl)c1ccccc1 (stereo not given)
→ 2%	11%	·	0%	-8%	-13	·	-5%	·
COc1ccc2ccccc2c1/C=N/NC(=O)c1cccc(C)c1
→ ·	3%	·	-5%	-8%	-2	·	i	·
Cc1cc(Br)ccc1OCC(=O)NNC(=O)CCc1ccccc1
→ 15%	33%[activator]	-6%	-16%	0%	-14	30%	i	-1%
Cc1ccc(NC(=O)CN(C)S(=O)(=O)c2ccc3c(c2)n(C)c(=O)c(=O)n3C)cc1F
→ ·	18%	-2%	-12%	-1%	4	-12%	2%	-11%
CCN(C(=O)COC(=O)c1cc(Cl)ccc1OC)c1c(N)n(Cc2ccccc2)c(=O)[nH]c1=O
→ 46%	42%[activator]	·	-12%	8%	-9	·	i	·
Cc1ccccc1Oc1nc(-c2ccccn2)nc2ccccc12
→ -1%	138%[activator]	-5%	-11%	2%	-37	-22%	-7%	-4%
Cc1cc(NC(=O)c2noc3c2CCCCC3)no1
→ -4%	14%	-1%	3%	-10%	11	48%	i	-13%
CCOC(=O)C(NS(=O)(=O)c1ccc(Br)cc1)C(C)C (stereo not given)
→ -1%	5%	0%	-3%	-21%	2	12%	i	-13%
COc1ccc(CCNC(=O)C2CC(c3cc(C(F)(F)F)cc(C(F)(F)F)c3)=NO2)cc1 (stereo not given)
→ -6%	30%[activator]	-5%	-24%	6%	·	-1%	8%	?
O=[N+]([O-])c1cccnc1S(=O)(=O)c1ccccc1
→ 41%[activator]	27%	0%	-2%	-4%	-13	13%	8%	0%
CCOc1ccc(NC(=O)C2CCCN(S(=O)(=O)c3c(C)noc3/C=C/N(C)C)C2)cc1 (stereo not given)
→ ·	5%	-6%	-20%	-5%	-8	-1%	-3%	-5%
O=C(CCc1nnc(COc2ccccc2)o1)NCc1ccc(Cl)s1
→ 0%	37%[activator]	-4%	-9%	-1%	2	-24%	6%	-14%
FC(F)(F)c1ccc(N2CCN(c3ncnc4c3nnn4Cc3ccccc3Cl)CC2)cc1
→ -4%	21%	-5%	-16%	0%	1	-11%	-1%	0%

# Additional entries:
# Field names: A = APE1 inh; B = Pol iota inh; C = BLM inh; D = POLH inh; E = Pol kappa inh; F = RXFP1 antagonist; G = Pol beta inh; H = Tb PGK inh; I = Anesthetic bind
canonical_smiles: NC(=O)c1cccn1Cc1cccc(Cl)c1
  A: 6% | B: 3% | C: -10% | D: -5% | E: -4% | F: 4 | G: 6% | H: -7% | I: ?
canonical_smiles: CCc1ccc(N(C(=O)c2ccoc2C)C(C(=O)NC2CCCC2)c2ccc(OC)cc2)cc1 (stereo not given)
  A: 9% | B: 8% | C: -7% | D: 2% | E: -6%[60.1 µM] | F: -21 | G: -12% | H: -1% | I: -17%
canonical_smiles: COc1ccc(CCNC(=O)COC(=O)/C=C/c2cc(OC)ccc2OC)cc1
  A: 41% | B: -10% | C: · | D: -12% | E: -8% | F: 11 | G: · | H: -5% | I: ·
canonical_smiles: CC(C)Cc1nnc(NC(=O)CCC(=O)N2CCN(S(=O)(=O)c3ccccc3)CC2)s1
  A: 4% | B: 9% | C: -1% | D: -9% | E: -8% | F: -7 | G: 0% | H: -9% | I: 0%
canonical_smiles: COc1ccc(C2C(C(C)=O)=C(O)C(=O)N2CCCn2ccnc2)cc1 (stereo not given)
  A: 14% | B: -13% | C: -4% | D: 8% | E: -5% | F: 9 | G: 59% | H: -5%[11.5 µM] | I: -6%
canonical_smiles: O=C(Cc1cccs1)Nc1nc(-c2ccc(F)cc2F)cs1
  A: 16% | B: 5% | C: -19% | D: -10% | E: -33% | F: 2 | G: 4% | H: -9% | I: -1%
canonical_smiles: COc1ccc(C2(CCN=Cc3ccc(N(C)C)cc3)CCOC(C)(C)C2)cc1 (stereo not given)
  A: 6% | B: -21% | C: 2% | D: -16% | E: 3% | F: -8 | G: 25% | H: -12% | I: ?
canonical_smiles: CC1CCCC(NC(=O)COC(=O)Cc2cn3ccsc3n2)C1C (stereo not given)
  A: 11% | B: 54%[activator] | C: -20% | D: -2% | E: -3% | F: -16 | G: 21% | H: -11% | I: ?
canonical_smiles: Cc1ccc(NC(=O)CSc2nnc(-c3ccco3)n2N)cc1F
  A: 11% | B: -1% | C: -6% | D: 8% | E: -1% | F: 7 | G: 8% | H: -7% | I: 4%
canonical_smiles: CC1CCc2[nH]c3ccc(C(=O)NCC4CCCO4)cc3c2C1 (stereo not given)
  A: 3% | B: -5% | C: · | D: -7% | E: -5% | F: -15 | G: · | H: i | I: ·
canonical_smiles: COc1ccc(C(=O)Nc2nc(C)c(C(C)=O)s2)cc1S(=O)(=O)N1CCOCC1
  A: -17% | B: -9% | C: · | D: -12% | E: -10% | F: 7 | G: · | H: 1% | I: ·
canonical_smiles: O=C(c1nn(Cc2ccccc2)c(=O)c2ccccc12)N1CCN(c2ccccn2)CC1
  A: 3% | B: 0% | C: -5% | D: -8% | E: -4% | F: 2 | G: -10% | H: 0% | I: -21%
canonical_smiles: COc1ccc(S(=O)(=O)NCC2CCCN(Cc3cccnc3)C2)cc1 (stereo not given)
  A: -3% | B: ? | C: 4% | D: -14% | E: 2% | F: 0 | G: 3% | H: i | I: -3%
canonical_smiles: CCCCOc1ccc(S(=O)(=O)N2CCN(c3ccc(N4CCN(CC)CC4)nn3)CC2)cc1
  A: 35% | B: 19% | C: · | D: -16% | E: 1% | F: -20 | G: · | H: -9% | I: ·
canonical_smiles: Cc1cccc(-n2ncc3c2CCCC3NC(=O)CCN2Cc3ccccc3C2=O)c1C (stereo not given)
  A: 54% | B: -4% | C: -5% | D: -14% | E: -1% | F: -20 | G: 2% | H: i | I: -9%
canonical_smiles: CCCN(CC(=O)Nc1ccccc1C)C(=O)C1CC(=O)N(c2ccccc2OCC)C1 (stereo not given)
  A: · | B: 51%[activator] | C: · | D: -16% | E: -3% | F: -8 | G: · | H: -3% | I: ·

# Entries of single compounds, looked up by structure. Screens in order: APE1 inh | Pol iota inh | BLM inh | POLH inh | Pol kappa inh | RXFP1 antagonist | Pol beta inh | Tb PGK inh | Anesthetic bind
# Cc1cc(NC(=O)c2noc3c2CCCCC3)no1 across the screens: -4% | 14% | -1% | 3% | -10% | 11 | 48% | i | -13%
# COc1ccc(C2(CCN=Cc3ccc(N(C)C)cc3)CCOC(C)(C)C2)cc1 (stereo not given) across the screens: 6% | -21% | 2% | -16% | 3% | -8 | 25% | -12% | ?
